# Screens: PubChem, Sanford-Burnham Center for Chemical Genomics
# Hsp70 displacement: Hsp70 inhibitors, probe displacement, primary screen, biochemical, fluorescence polarization (AID 583) | Heat shock 70 kDa protein 1A (Homo sapiens) | one-dose displacement, % at 20 µM; IC50 in µM for titrated hits | actives 0.06% (n = 140,000) | Hsp70 fluorescence polarization probe displacement, mP; higher % means a stronger effect; in the data active = displacement above about 50%;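 note: plate controls were vehicle for no effect and reference ligand for full effect; a part of the inactive calls stands beside numbers as strong as those of hits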
# MKP-3 inhibition: MKP-3 phosphatase inhibitors, primary screen, biochemical, rat enzyme, in vitro (AID 425) | actives 0.17% (n = 110,000) | Dual specificity protein phosphatase 6 (Rattus norvegicus) | recombinant MKP-3 phosphatase activity, fluorescence; higher % means a stronger effect | inhibition, % at 20 µM, or IC50 in µM where a hit was titrated; in the data active = inhibition above about 50%;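 note: plate controls were vehicle for no effect and reference inhibitor for full effect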
# An asterisk follows results filed as active; . = not tested or not shown; & = joins results of further samples. A portion of the library; count on the stated rates, not on these rows.
# Each structure is followed by: Hsp70 displacement | MKP-3 inhibition
Cc1noc(C)c1CSc1nc2ccccc2n1CCc1ccccc1
→ 0.6% | -9%
CCSc1nnc(C)c2ccccc12
→ 12% | -12%
Cc1cc(Cl)cc(Cl)c1OCCOc1cccc2cccnc12
→ 1.9% | .
CC1=C(C#N)C(c2ccccc2Br)C2=C(CC(c3ccccc3)CC2=O)N1 (configuration not stated)
→ -4.7% | 5%
O=C(CN1C(=O)c2ccccc2C1=O)N1CCN(C(=O)c2ccco2)CC1
→ 0.2% | .
O=C(C1CCN(S(=O)(=O)c2cccnc2)CC1)N1CCN(C2CCCC2)CC1
→ . | -1%
Cc1cccc(/C(N)=N/OC(=O)COc2ccc3ccccc3c2)c1
→ -2.5% | 3%
Cc1cc(S(=O)(=O)NCCCN2CCOCC2)ccc1F
→ -1.5% | -6%
COC(=O)c1cn(C(=O)c2ccccc2F)nc1N
→ 2.0% | 13%
Cc1ccc(SCC(=O)Nc2cccc3ncccc23)cc1
→ 0.4% | 0%
Cc1cc([N+](=O)[O-])ccc1NC(=O)COc1ccc(Cl)cc1
→ 7.2% | 0%
CCOC(=O)c1ccccc1NC(=O)CN(c1ccc(OC)c(Cl)c1)S(=O)(=O)c1ccccc1
→ -0.8% | 1%
CCn1c(-c2ccco2)n[nH]c1=S
→ -0.3% | 14%
COC(=O)c1nnn(-c2nc(N3CCCCC3)nc(N3CCCCC3)n2)c1C
→ 0.4% | -6%
O=C(Cc1ccc(Br)cc1)Nc1nc2ccccc2s1
→ 0.1% | 1%
C=CCn1c(SCC(=O)Nc2c(C)nn(Cc3ccccc3)c2C)nnc1C(O)c1ccccc1 (configuration not stated)
→ -4.1% | -14%
COc1ccc(OC)c(NC(=O)C2C3CCC(O3)C2C(=O)O)c1 (configuration not stated)
→ -4.0%&-7.3% | -13%&2%
Cc1ccc(S(=O)(=O)C2(C(=O)Nc3ccc4c(c3)OCO4)CC2)cc1
→ 0.2% | -6%
O=C(Oc1ccc(/C=N/O)cc1)c1ccccc1
→ -0.1% | 0%
COc1ccccc1C(=O)NCCCC(=O)O
→ 1.3% | -2%
COc1ccc(Br)cc1C(=O)Nc1cccc(-c2nc3cc(C)ccc3o2)c1C
→ -4.2% | 1%
Cc1cccnc1NC(=O)C1CCN(S(=O)(=O)c2cccs2)CC1
→ 4.8% | .
CCOC(=O)c1cc(C)n(S(=O)(=O)c2ccc(C)cc2)c1C
→ -0.6% | 3%
CCCCn1c(SCC(=O)Nc2cc(C)[nH]n2)nc2ccsc2c1=O
→ -0.2% | 0%
O=C(O)c1cccc2c1NC(c1ccc(Cl)cc1)C1CC=CC21 (configuration not stated)
→ 26% | 70%*
Clc1ccc2c(c1)C=Nc1c(NCc3ccccc3)ncnc1O2
→ -2.8% | .
CCN(CC)S(=O)(=O)c1ccc(C(=O)N2CCN=C2SCc2cccnc2)cc1
→ -1.3% | -9%
COC(=O)C(NS(=O)(=O)c1ccccc1)C(C)C (configuration not stated)
→ 0.7% | 1%
CCOc1cccc(/C=C2\SC(=O)N(c3ccccc3)C2=O)c1O
→ -3.8% | -1%
Cc1ccc(S(=O)(=O)NCCCN(C)C)cc1
→ 3.0% | -7%
COc1cccc(-c2csc(N3CCN(C(=O)Nc4ccc(F)cc4)CC3)n2)c1
→ -1.8% | .
CC(C)=N/N=C1/NC(=O)C(CC(=O)Nc2ccc(C)cc2C)S1 (configuration not stated)
→ 5.0% | 4%
Cc1ccc(/C(O)=C2/C(=O)C(=O)N(Cc3ccco3)C2c2cccs2)cc1 (configuration not stated)
→ 8.8% | -8%
COC(=O)c1c(C)oc2ccc(OCC(=O)c3ccc(Br)cc3)cc12
→ 2.9% | 2%
COc1ccc(C)cc1NC(=O)C12CCC(C)(C(=O)O1)C2(C)C (configuration not stated)
→ 0.9% | .
O=C(CCN1C(=O)c2cccc3cccc(c23)C1=O)OCCCc1ccncc1
→ -1.8% | 4%
Cc1ccc(C(=O)N(Cc2nc(-c3ccc(C)cc3)no2)C(C)C)cc1
→ -0.8% | -8%
COC(=O)C1=C(C)N=C2SCC(=O)N2C1c1ccccc1 (configuration not stated)
→ -0.9% | 2%
CCOCCCNC(=O)C1CCC(CNS(=O)(=O)c2ccc(F)cc2)CC1 (configuration not stated)
→ 1.8% | -5%
CCCCCCNC(=O)c1[nH]ncc1[N+](=O)[O-]
→ 1.4% | -2%
Cc1ccc(-c2nnc3sc(CCc4ccccc4)nn23)cc1
→ 2.4% | 9%
CCOC(=O)c1c(C)[nH]c(C)c1C(=O)COC(=O)c1cccc(S(=O)(=O)NC)c1
→ -9.0% | -5%
O=C(O)C(=O)/C(N=Nc1ccc(Cl)cc1)=C(\O)c1ccc(Cl)cc1
→ 1.0% | 1%
Cc1nc(SCN2C(=O)c3ccccc3C2=O)n[nH]1
→ -5.1%&0.2% | 4%&-2%
COc1ccc(-n2nc3cc(C)c(NC(=O)Cc4ccccc4)cc3n2)cc1
→ -1.5% | -4%
Nc1c2c(nc3ccccc13)N(C1CCCCC1)CC2
→ -4.7% | 2%
NC(=O)c1ncc(C(F)(F)F)cc1Oc1cccc(F)c1
→ -3.7% | .
CCCCC(=O)C1=C(N2CCCC2)CC(C)(C)CC1=O
→ -1.9% | .
COc1ccccc1Cn1c(CCCO)nc2ccccc21
→ -0.5% | -13%
Clc1ccc2nc(CSc3nncn3-c3ccccc3)cn2c1
→ 10% | .
Cc1ccc(-n2c(-c3ccccc3)nc3c(cnn3-c3ccccc3)c2=O)cc1
→ -2.8% | 2%
CN1C(=O)c2ccccc2C(C(=O)NCCCN2CCCC2=O)C1c1c[nH]c2ccccc12 (configuration not stated)
→ . | 0%
CCOC(=O)Cc1csc(NS(=O)(=O)c2ccc3c4c(cccc24)C(=O)N3CC)n1
→ 5.8% | 5%
CCOc1cc(C2CC(=O)N3CN(C4CCCCC4)CSC3=C2C#N)ccc1O (configuration not stated)
→ 4.9% | 12%
Cc1ccsc1/C=C(\C#N)c1nc(-c2cccc(Br)c2)cs1
→ -3.5% | 4%
CCC(C(=O)N1CCOCC1)c1ccccc1 (configuration not stated)
→ -1.7% | 4%
O=C(c1ccncc1)N1CCN(C(=O)c2cccc(F)c2)CC1
→ 2.6% | 1%
Cc1cc(C(F)F)n2ncc(C(=O)NCCc3ccccc3Cl)c2n1
→ 2.6% | .
CCS(=O)(=O)N1CCC(c2nc(-c3ccc(C)cc3)no2)CC1
→ -3.2% | -4%
O=C1[C@@H]2C(Cc3ccc(O)cc3)NC3(C(=O)Nc4ccc(F)cc43)[C@@H]2C(=O)N1c1ccccc1 (some centres not stated)
→ -3.2% | -7%

# Next part:
# Each structure is followed by: Hsp70 displacement | MKP-3 inhibition
COc1ccc(CN(C(=O)c2ccco2)c2ccccc2)cc1
→ -1.5% | .
COC(=O)C1=C(C)NC2=C(C(=O)CC(c3ccccc3)C2)C1c1cc(OC)c(OC)cc1[N+](=O)[O-] (configuration not stated)
→ 5.0% | -1%
COc1ccc(S(=O)(=O)N2CCC(C(=O)Nc3ccc(OC)c(OC)c3)CC2)cc1C
→ -1.6% | 4%
Cc1nnc(SCc2ccccc2)n1N
→ -4.0% | 0%
O=C(Nc1ccc(O)cc1C(=O)O)c1ccc(Cl)c(Cl)c1
→ 1.6% | 2%
CCC(=O)Nc1ccc(NC(=O)c2cc(OC)c(OC)c(OC)c2)cc1
→ 1.1% | 1%
CC1(C)Cc2ccccc2/C(=C/C(=O)c2ccccc2[N+](=O)[O-])N1
→ 0.1% | 0%
CCCC(=O)Nc1ccc(N2CCN(C(=O)c3ccccc3C)CC2)cc1
→ 2.7% | -10%
NC(=O)C[C@@H]1N[C@]2(C(=O)Nc3ccccc32)[C@@H]2C(=O)N(C3CCCCC3)C(=O)[C@H]12
→ 0.8% | 6%
O=C(CSc1nn(-c2ccccc2)c(=S)s1)Nn1cnnc1
→ 3.9% | -6%
COc1ccc(C(=O)NC(C(Cl)(Cl)Cl)S(=O)(=O)c2ccc(C)cc2)cc1OC (configuration not stated)
→ -3.1% | 3%
COc1ccc(N2C(=O)CSC23CCC(C(C)(C)C)CC3)cc1 (configuration not stated)
→ -1.7% | .
O=C1Nc2cc(C(=O)N3CCN(Cc4ccccc4)CC3)ccc2SC1N1CCOCC1 (configuration not stated)
→ -6.1% | .
Cc1c(Cc2ccccc2)c(=O)oc2c(C)c(OCC(=O)C(C)(C)C)ccc12
→ 2.3% | 3%
COc1ccc(-c2cc(O)cc(O)c2)cc1
→ 2.3%&3.5% | -11%&0%
CC1(C)SC(=S)N(Cc2ccc3c(c2)OCO3)C1N(O)C(=O)NC1CCCCC1 (configuration not stated)
→ -2.6% | .
COc1ccc(OCCCn2c(=O)oc3ccccc32)cc1
→ -2.9% | .
Cc1ccc(CCN2CC(C(=O)NCc3ccco3)CC2=O)cc1 (configuration not stated)
→ -0.3% | 5%
COc1ccc(Cc2nnc(SCC(=O)NCC3CCCO3)o2)cc1 (configuration not stated)
→ 0.8% | -9%
Cc1ccc(C(=O)N2CCC(Cc3ccccc3)CC2)o1
→ -1.7% | 5%
COC(=O)Cn1c(O)c(N=NC(=O)c2cc(C)[nH]n2)c2ccccc21
→ -1.9% | 5%
Cc1oc(-c2cccs2)nc1CS(=O)CC(=O)NCCCOC(C)C (configuration not stated)
→ 49% | -10%
COc1ccc(NC(=S)NC(NC(=O)c2cccc(Cl)c2)C(Cl)(Cl)Cl)c([N+](=O)[O-])c1 (configuration not stated)
→ -1.3% | .
CCOc1ccc2[nH]c(=O)c(CN(CCO)C(=O)CC)cc2c1
→ -1.7% | -11%
O=C(NCc1cccc(C(F)(F)F)c1)C1CCCN(c2ncccn2)C1 (configuration not stated)
→ 7.2% | -4%
COc1ccc(NC(=O)c2ccc3c(c2)OCO3)cc1Cl
→ 0.8% | 0%
COc1ccc(N2C(=O)/C(=C/c3cc(Br)c(OC)c(OC)c3)C(=O)NC2=S)cc1
→ 0.0% | 5%
CC(=O)c1ccc(NC(=O)N[C@@H](Cc2ccccc2)C(=O)O)cc1
→ 5.5% | -1%
Cc1ccc(NC(=O)c2ccc(OC(=O)c3ccco3)cc2)cc1
→ 0.1% | 1%
O=C(c1cc(S(=O)(=O)N2CCOCC2)ccc1F)N1CCN(Cc2ccccc2)CC1
→ 8.6% | -10%
CCOC(=O)C1=C(O)/C(=C/c2cc(C)n(-c3cccc(Cl)c3)c2C)N=C1C
→ -0.8% | -2%
O=C(Nc1ccc(Cl)c(-c2nc3ccccc3s2)c1)c1ccc([N+](=O)[O-])o1
→ -3.0% | 4%
C=CCNc1nc(Nc2ccc(OC)cc2OC)nc(OCC)n1
→ -3.9% | -7%
Cc1nc(=O)c(-c2ccccc2)c(C)n1Cc1ccccc1
→ 3.8% | -8%
CC(C)(C)NC(=O)C(c1ccc(F)cc1)N(Cc1ccco1)C(=O)Cn1nnc(-c2cccs2)n1 (configuration not stated)
→ -1.8% | .
Cc1ccc(CN2CCN(/N=C/C=C\c3ccco3)CC2)cc1
→ 0.2% | -2%
O=C(CCCn1c(=O)[nH]c2ccccc2c1=O)N1CCN(c2ccccn2)CC1
→ -2.7% | 5%
O=C(O)COc1ccc(/C=C2/C(=O)NC(=O)N(c3ccccc3)C2=O)cc1
→ -4.3% | 5%
CSCCOC(=O)C1=C(C)NC(=O)NC1c1cccc(Cl)c1 (configuration not stated)
→ -1.8% | 0%
O=C(COc1ccccc1)N(Cc1cc2ccccc2[nH]c1=O)CC1CCCO1 (configuration not stated)
→ -4.1% | -8%
CCC(C)[C@H](NC(=O)OC(C)(C)C)C(=O)N/N=C/c1ccc2nccnc2c1 (some centres not stated)
→ 2.8% | .
Cc1ccc2nc(C)cc(NCCO)c2c1
→ -6.2% | 3%
CCOC(=O)C1=C(C)NC2=C(C(=O)CCC2)C1c1ccc(N(CC)CC)cc1 (configuration not stated)
→ 0.2% | -1%
O=C(Nc1ccc(Cl)cc1)N1CCC(c2nc(-c3ccccc3Cl)no2)CC1
→ -4.4% | .
Cc1ccc(Cl)cc1N1CCN(C(=O)C2CCCN(S(=O)(=O)c3cnc[nH]3)C2)CC1 (configuration not stated)
→ -0.3% | -3%
COC(=O)c1c(C(=O)OC)c2n(c1C)CCC2
→ . | -13%
COc1cc(C2CC(=O)C=C(O)C2)cc(OC)c1OC (configuration not stated)
→ -0.9% | -4%
CNC(=O)COc1ccccc1C(=O)Nc1ccc2c(c1)oc1ccccc12
→ -0.1% | .
COCCn1nnnc1CN1CCN2CCCC2C1 (configuration not stated)
→ -1.3% | -2%
O=C(/C=C/c1ccco1)/C=C/c1ccc(-c2ccc(Cl)c(Cl)c2)o1
→ 0.5% | 75%*
CCC(NC(=O)Nc1nnc(C(F)(F)F)s1)(C(F)(F)F)C(F)(F)F
→ 4.3% | 5%

# Quoted at random: 3 records from the list, in no set order.
# Each structure is followed by: Hsp70 displacement | MKP-3 inhibition
O=C(/C=C/c1ccco1)/C=C/c1ccc(-c2ccc(Cl)c(Cl)c2)o1
→ 0.5% | 75%*
CCC(C)[C@H](NC(=O)OC(C)(C)C)C(=O)N/N=C/c1ccc2nccnc2c1 (some centres not stated)
→ 2.8% | .
COCCn1nnnc1CN1CCN2CCCC2C1 (configuration not stated)
→ -1.3% | -2%

# Compound profiles, as listed above. Screens in order: Hsp70 displacement | MKP-3 inhibition
# Profile of `O=C(Nc1ccc(Cl)cc1)N1CCC(c2nc(-c3ccccc3Cl)no2)CC1` : -4.4% | .
# Profile of `Cc1nc(=O)c(-c2ccccc2)c(C)n1Cc1ccccc1` : 3.8% | -8%
# Profile of `CCOC(=O)C1=C(O)/C(=C/c2cc(C)n(-c3cccc(Cl)c3)c2C)N=C1C` : -0.8% | -2%
# Profile of `O=C(COc1ccccc1)N(Cc1cc2ccccc2[nH]c1=O)CC1CCCO1` (configuration not stated) : -4.1% | -8%
